Tau fibril ThT: tau fibrillization inhibition (ThT binding) | P10636 | recombinant tau K18 P301L, heparin-induced fibrillization, ThT fluorescence | Potency, µM (doses to about 57.4 µM), for inactives: at the top dose activity, negative = inhibition, actives largely listed as inhibitors | 270,000 tested, 2.1% active | AID 1460; note: nearly all actives have a fitted effect of over 55% in size
Target sequence (P10636 561-689 P618L limits assumed): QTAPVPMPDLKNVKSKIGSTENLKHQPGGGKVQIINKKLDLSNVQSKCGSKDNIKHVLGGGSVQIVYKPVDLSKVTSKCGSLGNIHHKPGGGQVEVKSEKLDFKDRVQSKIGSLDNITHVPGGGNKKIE
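Using a mix of unlabeled (15 uM) and Alexa 594-labeled (0.24 uM) tau K18 P301L, heparin-triggered fibrillization over 6 hr at 37 C was scored by ThT fluorescence.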
TR SRC2 fluor cs: counter-screen for TRb-SRC2 inhibitors: fluorescence interference; AID 1479; Potency, µM (series often up to 106 µM), without a hit: at the top dose fluorescence change, negative = quenching; 280,000 tested, 0.29% active; TRb/SRC2 Texas Red total fluorescence interference; active = well fitted curve in either direction with a large enough effect; inconclusive = small, poorly fitted or top-dose-only effect
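Human TRβ ligand-binding domain (0.6 uM) and Texas Red SRC2 peptide (20 nM) in Tris buffer with 1 uM T3 and 5% DMSO were incubated with pinned compound for 5 hr at ambient temperature. Total fluorescence was computed as S + 2P (555/632 nm).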
TRb-SRC2 inh: TRbeta-SRC2 interaction inhibition | P10828 | TRbeta-SRC2 peptide binding, fluorescence polarization; receptor liganded with 1 µM T3 | Potency, µM (top dose mostly 106 µM), for the others: top-dose activity change, negative = inhibition, hits mostly inhibitors | 280,000 tested, 0.065% active | AID 1469;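 note: plate controls were bound peptide for no effect and peptide without receptor for full effect; nearly all actives have a fitted effect of over 50% in size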
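Human TRb LBD (0.6 uM) plus Texas Red-labeled SRC2 peptide (20 nM), 1uM T3, 5% DMSO, 5 hr at ambient temperature. Decreased polarization (555/632 nm) flags inhibition; data normalized to free and bound peptide controls.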
L3MBTL1 block: L3MBTL1 (human) inhibition; Q9Y468; AlphaScreen L3MBTL1–H3K9me1 peptide binding; 230,000 tested, 0.66% active; Potency, µM (titrated, usually from 57.1 µM), inactives show at the highest dose activity, negative = inhibition, actives largely listed as inhibitors; note: nearly all actives have a fitted effect of over 60% in size
Target sequence (Q9Y468 whole entry, looked up): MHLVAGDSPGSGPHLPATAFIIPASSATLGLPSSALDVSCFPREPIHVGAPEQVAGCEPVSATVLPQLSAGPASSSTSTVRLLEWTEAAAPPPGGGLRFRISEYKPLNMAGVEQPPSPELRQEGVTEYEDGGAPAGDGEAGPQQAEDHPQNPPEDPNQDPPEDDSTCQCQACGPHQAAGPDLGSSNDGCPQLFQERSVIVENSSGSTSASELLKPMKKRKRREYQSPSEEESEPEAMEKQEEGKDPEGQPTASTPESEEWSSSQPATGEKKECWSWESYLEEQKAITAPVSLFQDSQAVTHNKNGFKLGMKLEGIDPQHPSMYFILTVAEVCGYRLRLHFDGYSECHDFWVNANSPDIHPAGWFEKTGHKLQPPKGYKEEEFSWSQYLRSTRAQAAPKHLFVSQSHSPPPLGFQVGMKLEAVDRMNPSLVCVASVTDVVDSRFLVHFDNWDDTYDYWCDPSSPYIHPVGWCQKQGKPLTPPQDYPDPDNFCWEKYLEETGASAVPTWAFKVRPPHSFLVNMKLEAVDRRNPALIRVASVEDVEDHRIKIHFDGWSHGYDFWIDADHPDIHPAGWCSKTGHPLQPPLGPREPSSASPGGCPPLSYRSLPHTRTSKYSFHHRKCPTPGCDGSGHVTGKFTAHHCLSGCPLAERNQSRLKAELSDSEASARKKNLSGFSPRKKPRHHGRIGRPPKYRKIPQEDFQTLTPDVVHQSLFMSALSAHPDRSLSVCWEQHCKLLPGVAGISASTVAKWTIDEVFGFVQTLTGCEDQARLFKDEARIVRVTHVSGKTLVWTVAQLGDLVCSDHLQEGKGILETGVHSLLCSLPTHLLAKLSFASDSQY
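L3MBTL1 (50 nM) pre-complexed 30 min with biotinylated H3(1-15)K9me1 peptide (75 nM), then compounds added for 30 min at room temperature; AlphaScreen streptavidin donor/nickel chelate acceptor beads (10 ug/mL final) read after 30 min dark incubation.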
ALDH1A1 block: blocks purified human ALDH1A1 activity | 220,000 tested, 7.3% active | Potency, µM (titrated, usually from 75.3 µM), for the others: at the top dose activity, negative = inhibition, actives largely listed as inhibitors | P00352 | Purified ALDH1A1, NADH fluorescence, propionaldehyde substrate; active = well fitted inhibition curve with a large enough effect, not every such curve was filed as active; inconclusive = small, poorly fitted or top-dose-only effect, or another doubt; inactive = no such curve, though single readings can be large or run the other way;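 note: plate controls were no enzyme wells and a reference inhibitor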
GLA spleen mod: alpha-galactosidase A (human) modulation; P06280; human spleen homogenate, 4MU-alpha-Gal fluorescence, 40 min; Potency, µM (doses to about 80 µM), for inactives: top-dose activity change, negative = inhibition, hits mostly inhibitors; 240,000 tested, 0.008% active; AID 2107;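 note: 0% = enzyme with vehicle and -100% = no enzyme basal signal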
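Fluorogenic readout (Ex 365/Em 440 nm) of 4-methylumbelliferone released from 1 mM 4-MU-alpha-galactoside by spleen homogenate, 40 min at 37C, pH 5.0. Data normalized to no-enzyme and enzyme controls; Hill-equation AC50 from compound titrations.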
Tau fluor counter: counter-screen for tau fibril formation inhibitors. Potency, µM (titrated, usually from 57.7 µM), for the others: top-dose activity change, negative = decrease. 280,000 tested, 0.93% active. tau K18 P301L Alexa594 fluorescence, heparin fibrillization. AID 1463; note: nearly all actives have a fitted effect of over 55% in size
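Human K18 P301L tau (15 uM unlabeled plus 0.24 uM Alexa 594-labeled, final) in 100 mM sodium acetate pH 7 was mixed with compound and 20 uM heparin and incubated 6 hr at 37 C.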
Tau fibril FP: inhibitors of human tau fibril formation. Potency, µM (series often up to 57.7 µM), without a hit: at the top dose activity, negative = inhibition, actives largely listed as inhibitors. P10636. 280,000 tested, 0.39% active. K18 P301L tau heparin fibrillization, Alexa594 FP, 6 h; note: nearly all actives have a fitted effect of over 55% in size
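Heparin (20 uM) drove fibril formation of recombinant tau K18 P301L, 15 uM unlabeled with 0.24 uM Alexa 594 label, for 6 hr at 37 C in 100 mM sodium acetate pH 7. Fluorescence polarization (555/632 nm) read 1 hr after 30 uM ThT.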
* hit, by the source's call; ? = inconclusive; . = not tested or not shown; & = joins results of further samples; [ ] = dose if it differs, or a comment. Unless noted, calls come from the whole dose curve; as a rule, active = well fitted curve in the direction sought with a large enough effect; inconclusive = small, poorly fitted or top-dose-only effect, or another doubt; inactive = no such curve, though single readings can be large; an effect the other way counts as inactive or inconclusive. Unless noted, % is set by controls: 0 for no effect and ±100 for the full control effect; potency is the fitted concentration of half-maximal effect.

SMILES,Tau fibril ThT,TR SRC2 fluor cs,TRb-SRC2 inh,L3MBTL1 block,ALDH1A1 block,GLA spleen mod,Tau fluor counter,Tau fibril FP
CC(C)CN1CCN(C2CCN(C(C)C)CC2)C(CCO)C1 (stereo unspecified),1%,-2%,0%,-10%,6%,-6%,3%,-1%
Cc1nc(-c2ccc(S(=O)(=O)N3CCN(C4c5ccccc5-c5ccccc54)CC3)s2)cs1,.,-1%,11%,.,.,3%,-6%,?
COc1ccc(Cl)c(Cn2c(NCCCO)nc3c2c(=O)n(C)c(=O)n3C)c1,0%,-4%,-3%,-2%,-3%,6%,-3%,-1%
CCn1cc2c(n1)-c1c(oc(C(=O)Nc3ccc(Br)cc3F)c1C)CC2,0%,-24%,-3%,.,.,.,-17%,-7%
Cc1ccc(Cl)cc1NC(=O)C1CCN(c2nc3ccccc3n3cccc23)CC1,-6%,-21%,-1%,.,.,.,-19%,15%
Cc1ccc(/C=C/c2onc(C)c2S(=O)(=O)N2CCC(C(=O)Nc3cccc(C#N)c3)CC2)cc1,?,-7%,2%,.,.,.,-18%,?
O=C(NCCO)c1cc2cc(Cl)cc(Cl)c2oc1=O,?,-2%,-1%,.,?,2%,-20%,-16%
S=C1NCCOCCOCCOCCNC(=S)N2CCOCCOCCN1CCOCCOCC2,-7%,0%,-9%,4%,5%,1%,-8%,-3%
CS(=O)(=O)c1nc(-c2ccc(F)cc2)cc(C(F)(F)F)n1,3%,0%,6%,1%,?,-2%,-2%,-7%
O=C(O)c1cccc(N/N=C/c2ccc(-c3ccccc3)cc2)c1,14µM*,-2%,0%,.,?,-15%,?,-6%
CCCCNC(=O)CSc1nc(O)cc(=O)n1C1CCCC1,-16%,-6%,5%,-23%,11%,-14%,2%,-2%
CCn1c(C)[n+](CC)c2ccc(C(=O)N(C)c3ccccc3)cc21,-13%,0%,4%,4%,4%,3%,-11%,-7%
CCc1cccc2c(C=C(C#N)C#N)cn(CC(=O)N3CCCC3)c12,7%,1%,-1%,-1%,1%,-1%,7%,2%
O=C(Nc1cccnc1)c1ccco1,-15%,-2%,-4%,.,0%,0%,-8%,-3%
Cn1cc([N+](=O)[O-])c(C(=O)n2cccn2)n1,-1%,4%,7%,-5%,.,0%,-8%,-1%
CC(C)NC(=O)Cn1c(SCC(=O)N2c3ccccc3CC2C)nc2ccccc21 (stereo unspecified),-8%,3%,2%,4%,-4%,-12%,-8%,4%
COc1cc(CCC(=O)N2CCN(c3ccc(N4CCOCC4)nn3)CC2)cc(OC)c1OC,-20%,-2%,-18%,.,?,13%,-11%,-13%
COC(CNC(=O)c1cnn2c(C)c(Cc3ccccc3)c(C)nc12)OC,-5%,0%,-2%,.,?,16%,-9%,-1%
O=C(NCc1ccco1)C1CC(c2ccc(Cl)c(Cl)c2)=NO1 (stereo unspecified),12%,-3%,-8%,1%,0%,4%,15%,-4%[2.34 µM]
CCCCOC(=O)c1ccc(NC(=O)Nc2ccc(OC)c(OC)c2)cc1,?,-3%,-5%,.,-12%,4%,6.3µM*[quencher],-9%
Cc1ccc(N=CC2=C(O)CC(c3ccccc3Cl)CC2=O)cc1 (stereo unspecified),-18%,2%,-1%,5%,.,-1%,-19%,-9%
COc1ccc(Nc2c(-c3ccco3)nc3ccc(C)cn23)cc1,-12%,-5%,-3%,.,?,-12%,-21%,12%
O=C(N/N=C/C=C\c1ccccc1[N+](=O)[O-])c1ccco1,-10%,-1%,-8%,6%,-7%,0%,1%,7%
CC(c1n[nH]c(=S)n1-c1ccc(Cl)cc1)N(C)C (stereo unspecified),-4%,-2%,3%,-5%,-6%,-16%,-4%,0%
COc1ccccc1N1CCN(C(=O)c2nn(C)c3c2CS(=O)(=O)c2ccccc2-3)CC1,?,-8%,-1%,.,.,.,-6%,-5%
CCOc1ccc(-c2nc(SCC(=O)Nc3ccc4c(c3)OCCO4)c(-c3ccc(F)cc3)[nH]2)cc1,-10%,-1%,-2%,.,.,.,14µM*[quencher],-14%
CC1(C)C(=O)C(c2ccccc2)=C2CN3C(=O)N(CCc4ccccc4)C(=O)C3(Cc3ccc(C(F)(F)F)cc3)C=C21 (stereo unspecified),?,-6%,6%,.,-1%,5%,?,-14%
Cc1ccc(OCC(=O)OCCN2C(=O)c3ccccc3C2=O)cc1C,-15%,-1%,-7%,22%,0%,-3%,-6%,4%
CC1C/C(=C/c2cccs2)C(=O)/C(=C/c2cccs2)C1 (stereo unspecified),?,1%,-2%,-19%,-7%,-5%,-17%,-6%
CC(C)(C)n1[nH]c2c3c(ccc2c1=O)C(=O)c1ccccc1C3=O,?,-8%,4%,.,-9%,6%,-23%,10%
CC(=O)N(O)CCCCCNC(=O)CCC(=O)N(O)CCCCCNC(=O)CCC(=O)N(O)CCCCCN,1%&-7%,-1%,1%,15%,6%,1%,-7%&-5%,-5%&-9%
CCn1c2ccc(Cl)cc2c2nc3ccccc3nc21,16µM*,-3%,-3%,58%[activator],-3%,-2%,-23%,-10%
Cc1ccc(S(=O)(=O)NNC(=O)c2cnn(-c3ccccc3)c2-n2cccc2)cc1,7%,-1%,1%,-4%,0.18µM*,4%,0%,0%
O=C(NCc1ccncc1)C(=O)N/N=C/c1ccccn1,-6%,-1%,-1%,-2%,11%,10%,-8%,2%
COc1ccc(-c2cc(C(=O)Nc3cnn(Cc4ccccc4C)c3)no2)cc1OC,2%,1%,-12%,5%,-133%,-9%,-4%,-5%
O=C(COC(=O)c1ccc(Cl)nc1)Nc1ccccc1OC(F)F,-6%,1%,9%,8%,10%,-3%,-1%,-3%
CCn1c(SCC(=O)N(C)c2c(N)n(Cc3ccccc3)c(=O)[nH]c2=O)nc2ccccc21,-11%,-1%,-3%,11%,-9%,9%,-3%,-4%
CC(=O)N1CCc2c(sc3c2c(=O)n(-c2ccccc2)c(=O)n3CC(=O)Nc2cc(C)cc(C)c2)C1,?,-22%,12%,.,.,.,9%,-12%
Cc1ccc(NC(=O)c2cccc(F)c2)cc1S(=O)(=O)N1CCCCCC1,1%,2%,2%,6%,-5%,-2%,?,-21%
CCCNC(=O)Cn1nc(C(F)(F)F)c2c1CCCC2,-9%,2%,3%,6%,-7%,0%,-6%,1%
O=C(Nc1ccccc1Cl)c1cc(S(=O)(=O)N2CCCC(C(=O)O)C2)ccc1F (stereo unspecified),4%,0%,-22%,4%,22µM*,11%,-2%,0%
O=C(CCCN1C(=O)c2ccccc2C1=O)NCCN1C(=O)S/C(=C\c2cccs2)C1=O,-5%,3%,-6%,22%,-12%,-5%,-5%,-10%
COC(=O)C1=C(C(=O)OC)[C@@H]2N(C)c3ccc(OC)cc3[C@@]23C[C@@H](C(=O)OC)N(S(=O)(=O)c2ccc(C(F)(F)F)cc2)C3=N1,1%[11.5 µM],1%[11.2 µM],4%[11.2 µM],.,9%[13.5 µM],4%[17.5 µM],-23%[11.6 µM],1%[11.6 µM]
CC(=O)NC(Cc1cc(C)ccc1C)C(=O)N1CCN(C(=O)c2ccccc2Br)CC1 (stereo unspecified),5%,0%[53 µM],-2%[53 µM],2%,-7%,-5%,12%,5%
C=CCn1c(SCC(=O)Nc2ccccc2OC)nnc1-c1ccco1,-5%,-2%,-5%,2%[11.4 µM],?,-6%,1%,4%
Cc1c(CC(=O)NCCc2ccc(Cl)cc2)c(=O)oc2c(C)c3occ(C(C)(C)C)c3cc12,-13%,-1%,0%,.,.,.,-16%,-5%
CC(=O)N1N=C(c2cccc(Cl)c2)OC1c1cccc([N+](=O)[O-])c1 (stereo unspecified),-11%,2%,7%,-13%,?,-9%,-23%,0%
CCOC(=O)c1cnn(-c2cc(C(C)(C)C)nc3c(-c4ccccc4)c(C)nn23)c1N,-8%,1%,-2%,.,9%,6%,-11%,-1%
Cc1ccc(C)c(-n2nnnc2SCC(=O)Nc2c(C)n(C)n(-c3ccccc3)c2=O)c1,-3%,-1%,-1%,.,8%,-1%,-10%,-2%
COc1ccc(-c2nc(S(=O)(=O)c3ccc(Cl)cc3)c(NCc3ccccc3)o2)cc1,4%,-3%,5%,.,.,.,-16%,-6%

Additional entries
SMILES,Tau fibril ThT,TR SRC2 fluor cs,TRb-SRC2 inh,L3MBTL1 block,ALDH1A1 block,GLA spleen mod,Tau fluor counter,Tau fibril FP
N#CC1=C(SCC(=O)c2cc3ccccc3oc2=O)NC(=O)C(C#N)C12CCCC2 (stereo unspecified),?,-5%,6%,?,1.1µM*,-9%,?,1%
CC(=O)c1ccc(S(=O)(=O)N2CCN(C)CC2)cc1,-8%,1%,-1%,6%,2%,2%,-9%,-13%
COc1ccccc1NC(=O)Nc1ccnn1Cc1cccs1,0%,-1%,-6%,1%,?,0%,1%,0%
COc1cc(CNCc2ccccn2)ccc1OCc1cccc(Cl)c1,2%,-5%,-4%,-13%,-3%,-11%,-9%,-3%
O=S1(=O)[C@H]2C[C@@H]3C=C[C@]2(CN1Cc1ccc(C(F)(F)F)cc1)O3,0%,-1%,1%,.,.,-7%,1%,-3%
Cc1c(NC(=O)c2ccc(S(=O)(=O)N3CCOCC3)cc2)c(=O)n(-c2ccccc2)n1C,-5%,-1%,-4%,6%,.,3%,-5%,5%
CCOC(=O)C(Cc1ccccc1)NC(=O)CNC(C)=O (stereo unspecified),-8%,2%,3%,6%,5%,-4%,2%,1%

Source: PubChem BioAssay (National Center for Advancing Translational Sciences (NCATS))
